# ADAM17 inh = ADAM17 inhibition, QFRET primary screen; P78536; recombinant ADAM17, EDANS/DABCYL FRET peptide cleavage; inhibition, % at 6.95 µM; 0.83% of 370,000 active; AID 720648;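 active means inhibition above the mean of compounds lying between control limits plus 3 SD, set per campaign, cut at about 8.5% in these data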;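 further: 0% = DMSO-only wells as the low control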
# ssDAF-12 act = S. stercoralis DAF-12 activation, primary screen. 1% of 370,000 active. activation, % at 6.8 µM. HEK293 ssDAF-12/GRIP1 lit1-tk-luc reporter, luminescence; % of 3 µM dafachronic acid response;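 active means activation above the mean over all tested compounds plus 3 SD, cut at about 0.9% in these data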;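 further: 0% = DMSO-only wells and 100% = 3 µM delta7-dafachronic acid wells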
# ADAM10 inh = inhibits human ADAM10 | recombinant ADAM10, EDANS/DABCYL FRET peptide cleavage, 3 h | inhibition, % at 7 µM | 0.62% of 370,000 active;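 active means inhibition above a per-campaign cutoff equal to the mean of compounds falling between control-based bounds plus 3 SD, cut at about 20% in these data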;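 further: 0% = DMSO wells while the 100% control is not disclosed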
# DAX1 inh-1 = inhibitors of human orphan nuclear receptor DAX1 (NR0B1) | P51843 | HEK293 Gal4-DAX1 luciferase reporter, luminescence | inhibition, % at 6.75 µM | 0.99% of 340,000 active | AID 504766;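 active means inhibition above the mean over all tested compounds plus 3 SD, cut at about 4.2% in these data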;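 further: 0% = DAX1-transfected cells with DMSO and 100% = empty-vector control cells with DMSO; inhibition shows as a rise in luminescence from relieved DAX1 repression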
# FXN GAA850 act = frataxin GAA850 promoter activation. HEK293 lucGAA850 FXN promoter luciferase reporter, 24 h; percent of 10 µM SAHA response. activation, % at 6 µM. 0.56% of 360,000 active. AID 540364;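 active means activation above the average of all compounds screened plus 3 SD, cutoff fixed separately per campaign, cut at about 7.5% in these data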;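 further: 0% = DMSO wells and 100% = 10 µM SAHA wells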
# hcDAF12 agonist = H. contortus DAF-12 activation, primary screen; HEK293 hcDAF-12 lit1-tk-luc reporter, luminescence; 0% DMSO, 100% Δ7-dafachronic acid; activation, % at 6.8 µM; 1.4% of 370,000 active;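 active means activation above the mean of all tested compounds plus 3 SD, cut at about 5.5% in these data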;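 further: 100% = response to 3 µM Δ7-dafachronic acid high control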
# PG9 binder = small molecules binding HIV-1 gp120 antibody PG9; 0.43% of 360,000 active; AID 624416; inhibition, % at 6.7 µM; TR-FRET gp120-PG9 antibody binding; in the data active means inhibition above about 8.5%
# SMARCA2 act = activators of SMARCA2 function. MG213 cells, MMTV-luciferase reporter, dexamethasone, overnight. activation, % at 9.1 µM. 1% of 370,000 active; in the data active means activation above about 7.8%;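 further: 0% = vehicle wells and 100% = reference activator wells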
# DAX1 inh-2 = DAX1 (NR0B1) inhibition, primary screen. 1.1% of 370,000 active. HEK293T StAR-luciferase reporter, SF-1/DAX-1 repression relief. inhibition, % at 6.8 µM. AID 652010;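 active means inhibition above the mean over all tested compounds plus 3 SD, cut at about 3.6% in these data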;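 further: 0% = DAX-1 cells with DMSO and 100% = cells lacking DAX-1 with DMSO; higher inhibition means more luminescence from relief of DAX-1 repression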
# hgDAF-12 ag = agonists of H. glycines DAF-12 nuclear receptor; HEK293 GAL4-hgDAF12 UAS-luciferase reporter, agonist luminescence; normalized to butyrate control; activation, % at 6.8 µM; 1.8% of 370,000 active; AID 687014;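 active means activation above a cutoff set at the mean of all screened compounds plus 3 SD, cut at about 10% in these data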;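 further: 0% = DMSO wells and 100% = sodium butyrate wells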
# NPR1 activator = GC-A (human) enzyme activation; activation, % at 10 µM; P16066; HEK293 GC-A cells, cGMP TR-FRET, EC30 ANP; 0% at EC30 ANP, 100% saturating ANP; 0.14% of 370,000 active; AID 1671463; in the data active means activation above about 40%
# Target sequence (P16066 whole entry, looked up): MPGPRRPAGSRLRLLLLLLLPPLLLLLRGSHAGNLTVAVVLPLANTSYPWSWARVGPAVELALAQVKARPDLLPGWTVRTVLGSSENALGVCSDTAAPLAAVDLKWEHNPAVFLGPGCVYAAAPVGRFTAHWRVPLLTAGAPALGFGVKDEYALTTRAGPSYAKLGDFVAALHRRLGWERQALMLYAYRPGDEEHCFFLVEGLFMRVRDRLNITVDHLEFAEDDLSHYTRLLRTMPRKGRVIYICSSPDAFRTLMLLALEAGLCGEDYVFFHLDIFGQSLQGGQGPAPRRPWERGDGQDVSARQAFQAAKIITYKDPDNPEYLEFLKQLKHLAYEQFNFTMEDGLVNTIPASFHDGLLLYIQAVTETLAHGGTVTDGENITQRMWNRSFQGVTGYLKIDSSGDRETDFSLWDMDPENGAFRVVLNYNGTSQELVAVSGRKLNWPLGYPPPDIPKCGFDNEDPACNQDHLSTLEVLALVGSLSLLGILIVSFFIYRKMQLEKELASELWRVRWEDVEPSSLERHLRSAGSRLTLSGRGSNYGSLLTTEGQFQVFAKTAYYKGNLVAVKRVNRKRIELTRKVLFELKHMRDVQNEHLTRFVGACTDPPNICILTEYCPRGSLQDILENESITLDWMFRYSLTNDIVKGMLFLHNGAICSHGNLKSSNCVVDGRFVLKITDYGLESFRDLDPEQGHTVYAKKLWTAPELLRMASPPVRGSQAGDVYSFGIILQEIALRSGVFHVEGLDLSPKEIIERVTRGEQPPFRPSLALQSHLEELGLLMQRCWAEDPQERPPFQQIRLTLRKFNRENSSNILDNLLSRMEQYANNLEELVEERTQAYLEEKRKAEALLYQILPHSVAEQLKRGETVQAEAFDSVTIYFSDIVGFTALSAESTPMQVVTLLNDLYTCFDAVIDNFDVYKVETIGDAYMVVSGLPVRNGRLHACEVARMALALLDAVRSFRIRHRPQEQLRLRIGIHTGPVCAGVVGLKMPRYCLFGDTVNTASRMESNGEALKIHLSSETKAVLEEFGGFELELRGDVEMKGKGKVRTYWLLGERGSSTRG
# Starred values were filed as active, the others as inactive; nt = no result given.
# Second line of a record – hgDAF-12 ag	ADAM17 inh	hcDAF12 agonist	SMARCA2 act	FXN GAA850 act	NPR1 activator	ADAM10 inh	PG9 binder	DAX1 inh-2	DAX1 inh-1	ssDAF-12 act
C=CCC[C@@H](Cc1ccc(F)cc1)C(=O)OC[C@@H](Cc1c[nH]c2ccccc12)NC(=O)[C@@H](CC=C)CC(=O)N(CCO)Cc1ccccc1
→ -0.6	9.5*	-1.4	-6	-13	-6	7	-0.1	-2.8	-1.2	-0.2
CN(C)CCCNC(=O)C[C@@H]1CC[C@@H]2[C@H](COc3ccc(NC(=O)c4cccc(F)c4)cc3C(=O)N2C)O1
→ -2.1	-2	-0.5	-1	nt	0	-3	nt	1.1	nt	-0.9
Cn1cccc1CNCc1ccccc1Cl
→ -2.1	-3	-1.4	1	-1.3	4	-3	0.1	0.1	-1.0	-1.2
C/C(=C\c1ccc2c(c1)OCO2)C1Nc2cccc3cccc(c23)N1
→ 1.2	1	1.3	1	0.5	1	7	-5.0	-0.5	-1.6	-1.3
CCOc1ccccc1/C=C(\C#N)C1=CCCC1
→ 1.2	1	0.2	-2	-0.5	-3	1	-0.9	-0.2	0.2	-1.6
Cc1ccc(CNC(=O)Cc2csc(Nc3nc(=S)[nH]c4ccccc34)n2)cc1
→ 2.5	-6	5.1	-2	nt	6	-6	1.1	0.5	nt	-0.1
C[C@H]1Cn2cnc(C(=O)N[C@H](C)c3ccccc3)c2C(=O)N1
→ -1.1	1	0.2	1	0.1	-2	-3	0.1	0.6	1.5	-0.8
Cc1ccc(S(=O)(=O)NCC23C=CC(O2)C2C(=O)N(c4ccccc4)C(=O)C23)cc1 (stereo not given)
→ -0.9	-2	-2.1	2	-1.8	1	0	-0.2	-0.1	0.6	-1.3
CCC(=O)Nc1ccc(N2CCCCC2)cc1
→ 3.2	-2	-0.4	2	3.6	1	6	-0.8	1.1	-0.5	-0.7
O=C(NNC(=O)c1ccccc1OCc1ccccc1Cl)c1csc(N2CCOCC2)n1
→ 0.4	2	-0.7	-3	6.8	3	-5	1.1	-2.1	-0.7	-1.1

# Nothing new here: entries from further up.
# Second line of a record – hgDAF-12 ag	ADAM17 inh	hcDAF12 agonist	SMARCA2 act	FXN GAA850 act	NPR1 activator	ADAM10 inh	PG9 binder	DAX1 inh-2	DAX1 inh-1	ssDAF-12 act
CCC(=O)Nc1ccc(N2CCCCC2)cc1
→ 3.2	-2	-0.4	2	3.6	1	6	-0.8	1.1	-0.5	-0.7
O=C(NNC(=O)c1ccccc1OCc1ccccc1Cl)c1csc(N2CCOCC2)n1
→ 0.4	2	-0.7	-3	6.8	3	-5	1.1	-2.1	-0.7	-1.1

# Next results:
# Second line of a record – hgDAF-12 ag	ADAM17 inh	hcDAF12 agonist	SMARCA2 act	FXN GAA850 act	NPR1 activator	ADAM10 inh	PG9 binder	DAX1 inh-2	DAX1 inh-1	ssDAF-12 act
CC(C)CN1C(=O)C(=O)N(CC(=O)c2ccc[nH]2)C1=O
→ -0.1	-6	0.3	2	1.4	0	-1	1.5	0.0	0.2	-1.1
COc1ccc(N=Nc2c(C)n[nH]c2C)cc1
→ 5.6	3	0.2	-1	2.7	3	11	-2.7	0.7	1.1	-0.7
CCOC(=O)c1nc(NNC(C)=O)sc1C
→ -1.1	-2	-0.7	-1	0.9	2	3	-0.8	-1.1	-0.7	-2.0
Cc1nc(-c2c(C(F)(F)F)noc2-c2ccc(O)cc2O)cs1
→ -2.8	1	0.9	-3	-0.8	2	9	-0.4	-0.8	-2.2	-1.2
Cc1ccc(OCCN2CCCCCC2)c(C)c1
→ -1.0	-4	-2.8	0	5.5	0	-12	0.9	0.4	1.5	-1.3
NC(=O)C1CCN(CC(=O)N2c3ccccc3CCc3ccccc32)CC1
→ -1.9	-4	-1.3	-4	-1.6	-8	-7	2.6	-0.7	0.4	-1.0
CCOc1ccc(C(=O)Nc2cccc3ncccc23)cc1Cl
→ -2.3	1	-2.5	-3	0.8	13	13	-2.8	-0.3	-2.2	-2.1
CCOC(=O)c1c(C=O)c(C)n(Cc2ccc(Cl)cc2)c1C
→ -1.7	-2	-2.3	-3	0.5	6	14	0.2	-1.0	0.1	-1.5
CCCCCCCCN1C(=O)[C@H](CC(=O)N2CCC(c3ccccc3)CC2)C[C@@]2(C(=O)OC)CCCCC=C12
→ 0.6	-5	-0.6	-3	nt	-4	-12	0.9	-0.1	nt	-0.2
Cc1ccccc1N/C(=C(/C(Cl)=C(Cl)Cl)[N+](=O)[O-])n1nnc2ccccc21
→ 0.2	-6	3.8	1	4.6	-2	-13	-1.5	0.1	-0.6	0.2

# Rewritten as tab-separated lines: entries from further up
smiles	hgDAF-12 ag	ADAM17 inh	hcDAF12 agonist	SMARCA2 act	FXN GAA850 act	NPR1 activator	ADAM10 inh	PG9 binder	DAX1 inh-2	DAX1 inh-1	ssDAF-12 act
CCOc1ccc(C(=O)Nc2cccc3ncccc23)cc1Cl	-2.3	1	-2.5	-3	0.8	13	13	-2.8	-0.3	-2.2	-2.1
Cc1ccc(OCCN2CCCCCC2)c(C)c1	-1.0	-4	-2.8	0	5.5	0	-12	0.9	0.4	1.5	-1.3
CCOC(=O)c1c(C=O)c(C)n(Cc2ccc(Cl)cc2)c1C	-1.7	-2	-2.3	-3	0.5	6	14	0.2	-1.0	0.1	-1.5

# Next structures:
# Second line of a record – hgDAF-12 ag	ADAM17 inh	hcDAF12 agonist	SMARCA2 act	FXN GAA850 act	NPR1 activator	ADAM10 inh	PG9 binder	DAX1 inh-2	DAX1 inh-1	ssDAF-12 act
O=C(CCNC(=O)Cn1cnc2ccccc2c1=O)NCC1CCCO1 (stereo not given)
→ -0.9	-3	0.0	1	-0.4	5	0	0.1	-0.2	1.4	-1.2
COCCN1C(=NCCCOC(C)C)N[C@@H](c2ccccc2)C(C(=O)OC)=C1C
→ 0.2	-3	-1.2	0	1.1	-5	-6	-0.8	-0.2	0.1	-1.3
O=C(Nc1nc(-c2ccccn2)cs1)c1ccc2c(c1)OCCO2
→ 11*	-1	1.5	4	-0.5	6	-13	-0.5	3.8*	1.2	-0.5
CCCCn1c(N)c(N(C(=O)CSc2nncn2-c2ccccc2)C2CCCC2)c(=O)[nH]c1=O
→ 1.1	-5	-0.1	-2	-0.2	0	-8	0.3	-0.6	0.7	-1.6
CCCCCCOc1ccc(C(=O)n2cnc(N)n2)cc1
→ 3.2	-6	-0.5	-2	1.3	2	-3	-0.2	0.1	0.4	-0.5
O=C(COc1ccccc1)NC(=S)N1CCc2ccccc21
→ 8.2	3	4.1	-4	3.1	4	10	-1.9	1.1	-0.5	-0.1
CCC(=O)N1CCN(c2ccccc2NC(=O)c2cccs2)CC1
→ -0.1	-4	0.2	-1	0.7	1	0	-0.3	-0.2	0.7	-0.7
CNC(=O)CN1C(=O)CSc2ncccc21
→ 2.0	1	-0.7	-2	0.2	3	6	0.1	-0.2	2.0	-0.9
Oc1ccc(CNc2ccccn2)c2cccnc12
→ 4.3	-2	-0.7	nt	nt	1	3	nt	nt	nt	-0.7
CC(=O)N[C@@H](Cc1c[nH]c2ccccc12)C(=O)OCc1ccc(C#N)cc1
→ -0.2	-1	-0.2	-1	0.2	0	-2	-0.5	0.3	-1.1	-1.4

# Entries listed so far shown as hits in ADAM17 inh.
mol,ADAM17 inh,hcDAF12 agonist,SMARCA2 act,NPR1 activator,ADAM10 inh,PG9 binder,DAX1 inh-2,DAX1 inh-1,ssDAF-12 act
C=CCC[C@@H](Cc1ccc(F)cc1)C(=O)OC[C@@H](Cc1c[nH]c2ccccc12)NC(=O)[C@@H](CC=C)CC(=O)N(CCO)Cc1ccccc1,9.5*,-1.4,-6,-6,7,-0.1,-2.8,-1.2,-0.2

# (list continues)
# Second line of a record – hgDAF-12 ag	ADAM17 inh	hcDAF12 agonist	SMARCA2 act	FXN GAA850 act	NPR1 activator	ADAM10 inh	PG9 binder	DAX1 inh-2	DAX1 inh-1	ssDAF-12 act
CCc1c(C)nc(Nc2nc(C)c3cc(OC)ccc3n2)[nH]c1=O
→ 2.3	-6	-1.8	3	2.7	22	-4	0.7	-0.8	-0.1	-1.7
Cn1c(=O)[nH]c(=O)c2c1[nH]c(=S)n2CCCc1ccccc1
→ 1.0	-2	0.0	1	-1.3	-4	0	-1.0	0.0	0.2	-0.2
Cc1cc(C)cc(NS(=O)(=O)c2ccc3c(c2)c(=O)n(C)c(=O)n3C)c1
→ -4.8	0	-2.7	-2	-5.8	0	11	-0.8	-2.6	-2.7	-2.2
COc1cccc2c(SCC(=O)N/N=C/c3ccccc3)cc(C)nc12
→ -2.2	0	-1.9	1	-3.8	4	-9	-0.8	-0.1	-0.1	-1.3
O=C(COC(=O)CNC(=O)c1ccc([N+](=O)[O-])o1)Nc1ncc(C(F)(F)F)cc1Cl
→ 2.1	-2	1.1	6	0.6	-5	2	-3.4	-0.9	-0.3	-0.9
CCc1nc2ccc(C(=O)N3CCCCC3)cn2c1N(CCC(C)C)CCN(C)C
→ -0.1	-4	-1.3	-4	-5.9	-1	-26	-1.9	-0.2	nt	-1.0
Cc1cc(C(=O)N2CC(C)CC(C)C2)c(C)o1 (stereo not given)
→ -1.0	-5	0.2	-3	0.0	0	-6	-1.0	-0.6	0.3	0.1
CC1CCCCC1NC(=O)CN1CCC(NC(=O)C(C)(C)C)CC1 (stereo not given)
→ -2.5	-4	-0.7	-1	-0.6	1	-7	-0.8	1.4	1.2	-1.1
CN(C)C(=O)N1CCCC(C(=O)NCc2ccccc2Cl)C1 (stereo not given)
→ -1.9	-2	-0.7	-2	0.8	2	0	-1.4	0.5	0.4	-1.6
O=C(COc1ccccc1Cl)Nc1cc(NC(=O)COc2ccccc2Cl)cc(C(=O)O)c1
→ -0.7	-1	1.5	-3	1.8	-2	-5	2.6	1.0	1.1	-0.6
Cc1nc2c(C(=O)NCc3cccs3)cnn2c(C)c1Cc1ccc(F)cc1
→ -1.4	-8	0.1	-2	nt	7	-26	-2.3	-0.5	nt	-1.9

# Bioassay records from PubChem BioAssay.
